HTRA1 inhibitor = HTRA1 (human) protease inhibition | Q92743 | recombinant HTRA1, FP-rhodamine activity-based probe, fluorescence polarization | inhibition, % at 5.96 µM | 340,000 compounds, 0.5% hits | AID 504803; in the data active means inhibition above about 36%;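 further: 0% = enzyme with DMSO and 100% = wells lacking enzyme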
Target sequence (Q92743 whole entry, looked up): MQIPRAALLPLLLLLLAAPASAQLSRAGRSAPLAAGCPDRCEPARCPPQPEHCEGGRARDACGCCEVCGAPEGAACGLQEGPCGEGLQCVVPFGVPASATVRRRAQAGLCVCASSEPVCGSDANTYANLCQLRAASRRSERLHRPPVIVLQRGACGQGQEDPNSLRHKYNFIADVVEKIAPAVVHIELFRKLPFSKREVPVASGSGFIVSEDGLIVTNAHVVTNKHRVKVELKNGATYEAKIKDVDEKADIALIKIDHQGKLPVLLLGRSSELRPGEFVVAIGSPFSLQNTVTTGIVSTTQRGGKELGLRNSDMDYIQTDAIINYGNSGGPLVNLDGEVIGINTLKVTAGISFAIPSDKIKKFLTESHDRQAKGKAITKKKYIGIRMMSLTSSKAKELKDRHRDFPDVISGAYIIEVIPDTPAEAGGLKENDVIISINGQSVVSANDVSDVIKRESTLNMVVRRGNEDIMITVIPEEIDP
rCAG RNA binder = molecules binding r(CAG) RNA repeats. r(CAG) RNA repeat, TO-PRO-1 dye displacement fluorescence. inhibition, % at 3 µM. 370,000 compounds, 1.3% hits. AID 651821;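 active means inhibition above the plate cutoff, the mean of all test compounds on that plate plus 3 SD, cut at about 35% in these data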;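 further: 0% = DMSO alone and 100% = 100 µM mitoxantrone as full dye displacement; higher means more dye released from RNA so lower well fluorescence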
SIAE inh = human SIAE inhibition, primary screen; Q9HAT2; 370,000 compounds, 0.69% hits; inhibition, % at 9.66 µM; SIAE FP-Rh probe binding, fluorescence polarization; AID 1053197;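 active means inhibition above a cutoff: mean of compounds within the control limits plus 3 SD of those, cut at about 17% in these data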;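 further: 0% = plate median of compound wells and 100% = probe without SIAE protein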
LEDGF integ inh = blocks HIV-1 LEDGF/p75-dependent DNA integration; TR-FRET IN-LEDGF/p75 DNA integration, Eu/Cy5; inhibition, % at 3.7 µM; 370,000 compounds, 0.64% hits; AID 743269;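 active means inhibition above the screen-wide mean plus 3 SD, cut at about 13% in these data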;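 further: signal is the Cy5 over europium emission ratio at 671 and 618 nm; 0% = plate median of compound wells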
PG9 binder = binds the HIV-1 gp120 antibody PG9; TR-FRET gp120-PG9 antibody binding; 360,000 compounds, 0.43% hits; inhibition, % at 6.7 µM; in the data active means inhibition above about 8.5%
PRMT1 inh = PRMT1 (human) inhibition, primary screen. 370,000 compounds, 1.3% hits. Q99873. AID 652257. recombinant PRMT1, activity-based probe fluorescence polarization. inhibition, % at 2.79 µM;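 active means inhibition above about 21% made by adding two undisclosed values, limit read from the data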
TCR CD3 inh = blocks the human TCR-CD3 interaction; inhibition, % at 9.4 µM; TAMRA-labeled TCR probe fluorescence, biochemical; 360,000 compounds, 0.37% hits; AID 651800; in the data active means inhibition above about 19%;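 further: recombinant mutant TCR 2C K166C tagged with TAMRA read by polarization; 0% = receptor in buffer alone and 100% = receptor with positive control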
ABHD4 inh = ABHD4 (mouse) inhibition, primary FP screen; purified mABHD4, FP-Rh probe fluorescence polarization; Q8VD66; inhibition, % at 8.92 µM; 370,000 compounds, 0.54% hits;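 active means inhibition exceeding the mean over every tested compound plus 3 SD, cut at about 30% in these data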;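 further: 0% = plate median of compound wells and 100% = S159A mutant with DMSO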
Target sequence (Q8VD66 whole entry, looked up): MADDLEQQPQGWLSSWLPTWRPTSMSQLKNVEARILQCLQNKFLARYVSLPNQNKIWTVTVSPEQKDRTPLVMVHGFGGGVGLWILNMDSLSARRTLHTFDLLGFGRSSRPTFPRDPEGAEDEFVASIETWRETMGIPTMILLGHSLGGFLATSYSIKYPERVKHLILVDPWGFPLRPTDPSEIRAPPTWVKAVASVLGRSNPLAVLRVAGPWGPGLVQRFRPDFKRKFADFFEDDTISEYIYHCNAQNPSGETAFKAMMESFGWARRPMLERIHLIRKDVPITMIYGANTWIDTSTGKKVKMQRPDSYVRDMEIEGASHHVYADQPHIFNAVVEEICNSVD
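System: mouse ABHD4 enzyme, wild type / Medium: HEPES pH 7.0, NaCl, Pluronic buffer / Reagent: FP-Rh activity-based fluorescent probe / Control set: S159A mutant high control, sample median low control / Detection: fluorescence polarization with parallel and perpendicular emission, 525/598 nm / Schedule: 45 min + 60 min at 25 °C / Compound dosing: 8.92 µM, single dose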
Rev-erbA mod = Rev-erb alpha (human) modulation. 370,000 compounds, 0.79% hits. AID 1259318. Rev-erbα–FITC-DNA binding, fluorescence polarization, 90 min. activity, % at 10 µM;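 active means activity above about 14%, limit read from the data; passing the limit was not always enough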;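 further: 0% = DMSO wells with 35 nM protein and 100% = DMSO wells with 750 nM protein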
TDP2 absorb = blocks human TDP2 phosphodiesterase activity. 370,000 compounds, 0.34% hits. recombinant TDP2, T5PNP hydrolysis, p-nitrophenol absorbance 415 nm. O95551. inhibition, % at 12.8 µM. AID 720702;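 active means inhibition above the mean of all tested compounds plus 3 SD, set per campaign, cut at about 25% in these data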;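 further: 0% = DMSO with enzyme and 100% = buffer with substrate but no TDP2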
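System – recombinant human TDP2 · Quantity – TDP2 enzyme at 120 nM final · Doses – single concentration, 12.8 µM nominal, with 1% DMSO · Incubation – 2 h at 37 °C · Measured by – epi absorbance of p-nitrophenol freed from T5PNP by hydrolysis · Read-out – % inhibition relative to enzyme-containing and enzyme-free wells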
The depositor's hits bear a star; . = no result given.

SMILES	HTRA1 inhibitor	rCAG RNA binder	SIAE inh	LEDGF integ inh	PG9 binder	PRMT1 inh	TCR CD3 inh	ABHD4 inh	Rev-erbA mod	TDP2 absorb
O=C(Cn1c(=O)oc2ccccc21)Nc1ccc(F)cc1	-5	6	-2	9	-0.8	-2	-8	-10	-3	-12
COc1cc(OC)nc(NC(=O)CS(=O)(=O)c2ccccc2)n1	-1	0	1	-1	1.2	0	-1	1	5	-6
CCCCn1c(N)c(N(CCOC)C(=O)COC(=O)c2cc(CCC)c(C)s2)c(=O)[nH]c1=O	-4	-7	-1	-5	-0.6	3	0	-9	5	-11
Cc1c(NC(=O)C(C)OC(=O)COc2ccc(C#N)cc2)c(=O)n(-c2ccccc2)n1C (stereo not given)	1	-6	7	-4	-0.1	1	-8	3	-5	-5
O=C(O)C1CCN(C(=O)NC2CCCCC2)CC1	6	4	-1	2	0.2	6	-3	-11	5	-3
C/C(=N\NC(=S)Nc1ccccc1C)C1Cc2ccccc2C(=O)O1 (stereo not given)	-10	0	4	-1	-0.1	1	1	-4	-7	3
CC1(C)NC(=O)N(CC(=O)OCC(=O)Nc2sccc2C#N)C1=O	8	-2	-5	4	-2.3	6	3	7	-3	-2
O=C(NCc1ccccc1)c1cc(C2CCCCN2S(=O)(=O)c2cccc3cccnc23)on1 (stereo not given)	.	1	-6	2	-1.7	-6	-3	-4	0	-12
CC(=O)Nc1ccc(S(=O)(=O)NCCCN2CCOCC2)cc1	3	1	-5	-1	1.1	0	-4	7	5	-3
CC(=O)Nc1ccc(C(=O)N2CC(=O)NC(=O)C2)cc1	-1	0	2	1	0.5	0	1	6	2	-8
Cc1ccc(S(=O)(=O)N2CCN(c3cc4c(cc3[N+](=O)[O-])n(C)c(=O)n4C)CC2)cc1	2	-2	0	0	-0.7	4	-5	4	5	10
Cc1ccc(S(=O)c2ccc(NC(=O)C3CC3)cc2C#N)cc1 (stereo not given)	-10	-3	-5	1	0.8	3	2	-5	-2	-10
O=S1(=O)CCOC[C@H](Cc2ccccc2)N1Cc1ccccc1Br	-7	-4	2	2	0.1	-1	2	-2	0	6
O=C(CN1CCN(Cc2ccccc2)CC1)c1ccc(Br)cc1	6	1	1	3	-2.3	3	9	5	1	-5
Cc1ccnc(NS(=O)(=O)c2ccc(NC(=O)CCc3ccccc3)cc2)n1	3	5	-4	-3	0.0	4	-3	0	-4	13
COc1ccc(-c2nc3ncccn3c2Nc2ccc3c(c2)OCCO3)cc1	2	0	3	-1	-1.1	-1	2	5	7	10
COc1ccccc1Cc1c(C(C)(C)C)nc2c(C)cc(Br)cn12	.	9	-1	0	1.0	13	-3	7	-6	7
CN(CC(=O)Nc1cccc(F)c1)C(=O)c1cc(-c2cccs2)nn1-c1ccccc1	-49	7	-13	-1	1.7	5	-7	-20	0	-10
Cc1ccc(OCCSc2ncnc3nc[nH]c23)cc1	2	2	-3	-3	1.2	-2	10	4	-2	8
CCC(=O)Nc1c(-c2cccs2)c(=O)c2ccccc2n1C	-3	-1	1	2	2.2	-1	0	-1	0	-4
O=[N+]([O-])CC(c1ccccc1)P(=O)(c1ccccc1)c1ccccc1 (stereo not given)	2	4	-6	1	1.4	2	-2	-4	3	-13
CCOc1ccc2c(c1)C(N(CCN1CCOCC1)C(=O)Nc1ccc(OC)cc1OC)CC(C)(C)O2 (stereo not given)	1	-4	9	-1	-0.8	-1	0	6	4	0
O=C(NCc1ccccn1)c1ccc(=O)oc1	2	-2	1	-4	-0.8	-1	0	3	0	11
CCOC(=O)C(CCCP(=O)(c1ccccc1)c1ccccc1)(NC(C)=O)C(=O)OCC	1	-3	2	3	-2.1	-4	-8	0	9	-18
COC(=O)C(CC(C)C)NC(=O)c1cc(OC)c(OC)c(OC)c1 (stereo not given)	7	-5	-5	1	-0.4	-1	-3	12	-2	8
Cn1c(SCc2c(F)cccc2Cl)nc2c(c1=O)SCC2	-16	-3	-4	-3	-0.6	1	1	-6	6	-7
CCn1cc(S(=O)(=O)CC(=O)Nc2ccc(OC)cc2)c2ccccc21	6	3	11	-1	0.7	-2	1	0	-3	11
O=[N+]([O-])c1ccc(COc2cccc(CN3CCOCC3)c2)cc1	0	0	5	-3	0.7	0	6	7	-1	1
Cc1ccc(N2C(=O)N(CC(=O)N3c4ccccc4CC3C)C(=O)C2C)cc1 (stereo not given)	-5	-3	8	1	-1.9	-6	1	-2	0	9
O=C(Nc1nnc(-c2ccccc2)o1)c1cccc(S(=O)(=O)N2CCOCC2)c1	5	8	-10	4	-1.7	-3	2	-9	-1	-3
Cc1cccc2cc3c(N)c(C(=O)Nc4ccc(N5CCOCC5)cc4)sc3nc12	11	5	5	-1	-1.7	0	2	8	3	-4
CCOc1ccc2nc(SCC(=O)NCC3CCCO3)sc2c1 (stereo not given)	-5	1	6	-1	-0.7	-3	0	0	1	12
CCN(CC)S(=O)(=O)c1ccc2nnn(OCC(=O)Nc3cccc(C#N)c3)c2c1	-6	4	-4	2	-0.8	-1	5	0	7	7
CCN(CC)CCN(C(=O)c1ccc2c(c1)CCCC2)c1nc2ccc(F)cc2s1	-17	-3	-2	-6	-1.0	0	2	5	6	3
CCCN(CCC)CCNC(=O)c1cc2c(=O)n(C)c3ccccc3c2n1C	-7	8	2	-1	-0.1	2	-4	4	0	3
CNc1nc(Cl)nc2c1ncn2-c1ccccc1	2	-1	1	1	-0.2	3	9	4	-5	2
O=C(CN1C(=O)NC2(CCCc3ccccc32)C1=O)NC1CCCCC1 (stereo not given)	5	-3	2	-3	0.9	-3	0	5	2	12
CCCn1c(N)c(N(CCOC)C(=O)CSCC(=O)Nc2ccc(C)cc2)c(=O)[nH]c1=O	1	-1	-6	-5	-1.3	1	-1	-5	2	3
Cc1ccc2c(c1)-n1c(nc3cc(Cl)ccc3c1=O)C(CC(C)C)NC2=O (stereo not given)	.	1	2	0	0.8	0	-5	3	-1	3
CCCc1nc2sc3c(c2c(=O)n1NC(=O)c1ccco1)CC(C)(C)OC3	3	-4	-8	0	-0.6	-1	-1	-3	-1	0

Three entries already listed, arranged by their value in PG9 binder, smallest number first.
| Structure | HTRA1 inhibitor | SIAE inh | LEDGF integ inh | PG9 binder | PRMT1 inh | TCR CD3 inh | ABHD4 inh | Rev-erbA mod | TDP2 absorb |
| --- | --- | --- | --- | --- | --- | --- | --- | --- | --- |
| CCCn1c(N)c(N(CCOC)C(=O)CSCC(=O)Nc2ccc(C)cc2)c(=O)[nH]c1=O | 1 | -6 | -5 | -1.3 | 1 | -1 | -5 | 2 | 3 |
| CCN(CC)S(=O)(=O)c1ccc2nnn(OCC(=O)Nc3cccc(C#N)c3)c2c1 | -6 | -4 | 2 | -0.8 | -1 | 5 | 0 | 7 | 7 |
| CCOc1ccc2nc(SCC(=O)NCC3CCCO3)sc2c1 (stereo not given) | -5 | 6 | -1 | -0.7 | -3 | 0 | 0 | 1 | 12 |

Continued.
SMILES	HTRA1 inhibitor	rCAG RNA binder	SIAE inh	LEDGF integ inh	PG9 binder	PRMT1 inh	TCR CD3 inh	ABHD4 inh	Rev-erbA mod	TDP2 absorb
Cc1ccc(-n2cccc2/C=C2\C(=N)N3N=C(C(C)C)SC3=NC2=O)cc1	-18	24	-11	2	-1.3	1	-8	-24	-8	-2
COc1ccc(CN2C(=O)c3cccnc3C2=O)cc1S(=O)(=O)NCc1ccco1	1	3	-2	1	-2.2	-4	5	5	-7	6
CS(=O)(=O)Nc1ccc(C2=NN(C(=O)c3ccccc3)C(c3cccs3)C2)cc1 (stereo not given)	-10	4	-11	-1	-0.3	1	4	-25	-1	-8
CC(=NNC(=O)CSc1nnc(-c2ccc(C(C)(C)C)cc2)n1-c1ccccc1)c1cccc2ccccc12	.	12	-12	-2	.	0	.	-2	-1	-11
O=C(c1cncc(Br)c1)N1CCCc2ccccc21	8	1	8	6	-1.4	1	-3	-8	-1	4
COc1cccc(C(=O)CC(=O)C(=O)Nc2cc(Cl)c(OC)cc2OC)c1	-8	15	2	1	-1.3	1	4	6	1	-9
O=C(COc1ccccc1)Nc1ccc(C(=O)N2CCCC2)cc1	4	-2	0	2	-0.4	-1	7	6	-1	-4
OC(CNCC1(N2CCCCC2)CCCCC1)COc1ccc(Cl)cc1Cl (stereo not given)	6	1	1	2	0.5	-5	4	2	4	11
O=c1/c(=C/c2cccc3ccccc23)sc2ncnn12	-2	4	7	-1	-0.2	-1	-2	7	2	11
Cc1noc(C)c1/C=N/Nc1ccc2ccccc2n1	9	-1	-2	4	-1.0	0	5	3	7	-8
O=C(/C=C/c1ccc(F)cc1)N1CCN(S(=O)(=O)/C=C/c2ccccc2)CC1	-6	2	-5	-4	-1.6	2	8	4	-3	3
COc1cc(C(=O)NNC(=O)CCOc2ccccc2)cc(OC)c1OC	-1	-2	8	2	0.7	-1	0	3	-1	6
CN(C)S(=O)(=O)c1cccc(NC(=O)CN2C(=O)NC(Cc3ccccc3)C2=O)c1 (stereo not given)	-6	1	1	0	-1.4	-3	-1	-1	4	-10
CN(C)S(=O)(=O)N1CCC(CO)(CCc2ccccc2)CC1	-3	-7	4	0	-1.8	-5	3	0	-2	-15
CCN1CCN(c2cc(C)c3cc(NC(=O)Cc4ccc(OC)c(OC)c4)ccc3n2)CC1	3	1	4	3	-1.9	1	-5	7	-2	3
OC(COc1ccc(OCC(O)CN2CCCCC2)cc1)CN1CCCCC1 (stereo not given)	-2	0	-5	-1	0.9	0	1	-1	3	0
Cc1ccc([C@H]2C[C@@H](n3cc(COC(=O)c4ccccc4)nn3)[C@H](O)CN2C(=O)c2cccs2)cc1	-11	4	7	2	-0.7	-5	-1	-3	0	-3
Clc1ccccc1Cc1noc(CN2CCN(Cc3ccccn3)CC2)n1	7	-4	-7	-7	0.6	4	-3	-10	-5	-1
CCOC(=O)C1(CCOc2ccccc2)CCN(Cc2cc(OC)c(O)cc2Cl)CC1	-9	4	11	2	-0.5	-1	-3	-4	3	-19
COc1ccc2[nH]c(=O)c(CN(C(=O)c3cccnc3)c3ccc(C)c(C)c3)cc2c1	5	-6	5	-2	2.4	-2	-1	-1	-2	4
COCCNS(=O)(=O)c1cc(Br)ccc1OC	1	3	-3	-1	-2.5	-2	10	-4	3	2
COc1cc(-c2noc(C)c2C#Cc2nccn2C)cc(OC)c1OC	-7	-4	-3	2	-2.0	0	0	3	3	1
CC(C)(c1cc(Cl)c(O)c(CN2CCOCC2)c1)c1cc(Cl)c(O)c(CN2CCOCC2)c1	1	4	3	2	0.4	-2	2	-1	-5	1
Cc1ccc(NC2=C(Cl)C(=O)OC2OC(C)C)c(C)c1 (stereo not given)	-9	-6	7	-1	-1.1	0	7	-1	2	-13
CCOCC(=O)Nc1ccc(S(=O)(=O)NCC2CCCO2)cc1 (stereo not given)	10	0	0	2	-1.7	-4	7	-1	2	1
COc1cc(NC(=O)c2ccc(NC3=NC4CS(=O)(=O)CC4S3)cc2)cc(OC)c1 (stereo not given)	-2	5	-3	-2	1.8	-2	5	0	7	-1
CC(OC(=O)C1COc2ccccc2O1)C(=O)c1ccccc1 (stereo not given)	8	0	1	1	-0.2	-1	7	-3	-4	17

Source: PubChem BioAssay

Not all compounds are listed, so the mix of outcomes need not match the whole.
